# GSIS activator = GLuc luminescence reporter in INS-1E cells, primary screen for activators of glucose-dependent secretion of insulin; INS-1E GLuc reporter insulin secretion, 2-3 h; activation, % at 16.6 µM; 0.61% of 370,000 active; AID 743287, 2014;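 active = lowest replicate activation of at least 40%, so every replicate reaches that level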;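 note: 0% = median of neutral control wells and 100% = median of IBMX positive control wells; some compounds called inactive have numbers as strong as hits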
# Statin myotox sup = suppressors of statin myotoxicity in C2C12 myotubes, primary screen, cell-based, single point, plate reader; C2C12 myotubes + simvastatin, ATP luminescence, 48 h; scaled: DMSO 0, geranylgeraniol control 100; rescue of ATP level, % at 7.49 µM; 0.78% of 330,000 active;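 active = mean ATP rescue above about 67%, or every replicate alone reaching that limit, limit read from the data, passing the limit was not always enough; inconclusive = no clear call, values can overlap the other calls; inactive = mean under the limit and some replicate under it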;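 note: myotubes were challenged with 10 µM simvastatin during compound exposure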
# PGC1a acetyl inh = inhibitors of PGC1a acetylation signal, primary screen, cell-based, U2OS, AlphaScreen, inhibitor mode; inhibition, % at 15.6 µM; 0.17% of 350,000 active; AlphaScreen anti-acetyl-lysine; with virally co-expressed GCN5 acetyltransferase;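 active = every replicate shows inhibition of at least 40%; inconclusive = mean inhibition at least 40% but some replicate below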;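 note: 0% = neutral control wells and 100% = positive control wells; some results beyond the cut were filed as inactive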
# LGR2 antag = inhibitors of bursicon-induced LGR2 CRE-luciferase signal, primary screen, cell-based, HEK293, CRE-luciferase reporter, bursicon stimulation | Drosophila bursicon receptor LGR2 (rickets) | bursicon-stimulated, 4 h | inhibition, % at 9.99 µM | 0.35% of 380,000 active;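 active = drop in luminescence signal, shown as inhibition above about 50% in the replicate tests, limit read from the data, passing the limit was not always enough; inconclusive = probably only some replicates passing the limit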;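 note: agonist challenge used bursicon conditioned medium at about half maximal strength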
# Cneo AK release = Cryptococcus neoformans cell lysis inducers, primary screen, AK release luminescence, single concentration. AID 651654, 2012. 0.2% of 360,000 active. lysis activity, % at 15 µM. C. neoformans lysis, adenylate kinase release luminescence, 4 h; normalised: neutral wells 0, clomiphene wells 100;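 active = mean lysis activity across replicates of at least 80%, whatever share of replicates individually reach that level; inactive = mean lysis activity below 80%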
#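 Material: C. neoformans cells | Amount: Yeast cell density of 5 × 10^6 cells/mL | Medium: Fresh YPD growth medium | Dosing: Single dose | Times: Static 4 h at 37 °C with compound, 1 h detection | Detection: AK luminescence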
# PglD DTNB = C. jejuni PglD acetyltransferase inhibitors, primary screen, biochemical, DTNB colorimetric, single point. AID 602405, 2012. 0.098% of 360,000 active. UDP-N-acetylbacillosamine N-acetyltransferase PglD (Campylobacter jejuni). purified PglD enzyme, DTNB colorimetric CoA detection. inhibition, % at 12.5 µM; in the data active = inhibition above about 16%, passing the limit was not always enough; inconclusive = no clear call, values can overlap the other calls; note: strong numbers were not always called active
# ARNT-TACC3 inh = disruptors of ARNT/TACC3 protein interaction, primary screen, biochemical, AlphaScreen, single concentration | 0.66% of 390,000 active | inhibition, % at 9.99 µM | AlphaScreen His-ARNT PAS-B/GST-TACC3 binding, luminescence; TACC3 fragment carries E629A point mutation | AID 623870, 2012 | Transforming acidic coiled-coil-containing protein 3 (Homo sapiens), Q9Y6A5;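 active = mean inhibition of replicates at least 50% and at least half of replicates each reaching 50%; inconclusive = half or more replicates reach 50% but mean below 50%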;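 note: 0% = complete ARNT plus TACC3 wells and 100% = ARNT alone without TACC3; many hits fall short of the cut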
# PAX8 reporter = inhibitors of PAX8-driven TPO luciferase reporter, primary screen, RMG-I cells, single concentration | AID 652154, 2013 | SteadyGlo, 24 h | inhibition, % at 12.6 µM | 1.2% of 360,000 active;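 active = mean replicate inhibition at least 60% with every replicate also reaching 60%; inconclusive = only one of the two criteria is met; inactive = mean below 60% and not all replicates reaching 60%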;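 note: luciferase light reporting Pax8 driven TPO promoter activity; plate controls were median of neutral control wells for no effect and mitoxantrone controls for full effect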
# Numbers without * were called inactive; u = inconclusive; x = no result given.
SMILES,GSIS activator,Statin myotox sup,PGC1a acetyl inh,LGR2 antag,Cneo AK release,PglD DTNB,ARNT-TACC3 inh,PAX8 reporter
O=C(N[C@@H]1C=C[C@H](CC(=O)N2CCOCC2)O[C@H]1CO)c1cccc(F)c1,-4.6,-4.0,-8.5,-8.8,-2.5,1.4,-1.2,-5.1
Cc1ccc(S(=O)(=O)N(C)C[C@H]2Oc3c(NS(=O)(=O)c4ccc(F)cc4)cccc3C(=O)N([C@H](C)CO)C[C@@H]2C)cc1,-10.1,-1.0,-0.3,-1.5,0.2,-1.0,10.3,-10.0
Cc1cc(/C=C2\SC(=S)N(Cc3ccco3)C2=O)c(C)n1-c1ccccc1,-26.0,x,x,2.3,x,x,-2.4,-144.8
CN1CCN(C(=O)C2=C[C@H](C3CC3)C[C@H](OCCCCO)O2)CC1,x,x,3.8,x,-13.8,-1.5,41.8,-6.8
CCOc1ccccc1NC(=O)N1CCN(S(C)(=O)=O)CC1,-16.3,3.1,9.3,-0.9,x,x,2.8,10.5
C[C@@H]1CN([C@H](C)CO)S(=O)(=O)c2ccc(C#CC3(O)CCCC3)cc2O[C@H]1CN(C)C(=O)Cc1ccccc1,4.1,-51.9,-2.9,-0.9,-5.4,3.4,-5.4,x
Cc1ccc(CNC(=O)c2ccc(N3CCC4(CC3)CC(c3cccc(Br)c3)=NO4)c(N)c2)cc1,x,8.5,x,2.1,-4.6,4.5,-3.4,35.9
CCc1nnc(NC(=O)c2cc(C)nc3ccccc23)s1,17.6,3.8,4.0,4.8,-0.4,-1.8,1.6,7.0
CCNC(=O)[C@@H]1[C@@H](CO)[C@@H]2Cn3c(ccc(-c4cccnc4)c3=O)[C@@H]2N1Cc1ccc2c(c1)OCO2,-2.5,14.3,x,-5.4,1.4,2.8,0.2,-0.5
O=S(=O)(Nc1ccc(-c2nc3cccnc3s2)cc1)c1cc(F)ccc1F,28.2,9.7,-0.3,-28.4,x,x,-3.7,2.7
Fc1ccc(Sc2nc(-c3ccccc3)nnc2C(F)(F)F)cc1,x,x,11.8,x,0.4,-0.6,0.2,x
COc1ccc(-n2cc(CNCCc3cnc[nH]3)c(-c3cccc(F)c3)n2)cc1,-9.8,x,x,-12.9,x,x,35.7,11.2
Cc1cc(-c2nn(-c3ccccc3F)cc2CN2CCC(C(N)=O)CC2)c(C)s1,-11.6,5.3,x,7.0,x,x,0.1,13.1
O=C(CS(=O)(=O)Cc1ccccc1)Nc1nc2ccccc2s1,x,-4.3,6.0,x,1.8,-4.5,-3.0,x
NC(=O)NCc1cccc(Cl)c1,6.0,-0.4,6.0,9.8,-1.6,3.3,-18.4,x
CCOC1=C2[C@H](c3ccccc3)N(S(=O)(=O)c3ccc(C)cc3)[C@H](C(C)C)[C@H]2n2c(=O)n(-c3ccccc3)c(=O)n2C1,-4.7,-2.4,-2.2,5.3,1.8,0.9,x,7.2
COc1ccc(CN(C)C(=O)[C@H](Cc2ccccc2)NC(=O)c2ccco2)c(OC)c1,-17.9,-9.7,4.9,-3.6,x,x,x,-12.2
C[C@@H]1CN([C@@H](C)CO)C(=O)c2cc(NS(=O)(=O)c3ccc(Cl)cc3)ccc2O[C@H]1CN(C)S(=O)(=O)c1ccc(Cl)cc1,-6.1,16.7,0.6,4.4,0.1,4.2,-2.6,-9.0
O=C(O)c1cc(S(=O)(=O)N2CCCCC2)ccc1F,x,14.1,4.9,x,0.1,-3.8,-30.4,x
O=S1(=O)CC2SC(=S)N(Cc3ccccc3)C2C1 (stereo unspecified),6.5,x,23.1,2.1,-0.3,-4.1,x,-14.1

# Limited to PGC1a acetyl inh, for 4 of the compounds above:
structure	PGC1a acetyl inh
NC(=O)NCc1cccc(Cl)c1	6.0
CCOC1=C2[C@H](c3ccccc3)N(S(=O)(=O)c3ccc(C)cc3)[C@H](C(C)C)[C@H]2n2c(=O)n(-c3ccccc3)c(=O)n2C1	-2.2
COc1ccc(CN(C)C(=O)[C@H](Cc2ccccc2)NC(=O)c2ccco2)c(OC)c1	4.9
C[C@@H]1CN([C@@H](C)CO)C(=O)c2cc(NS(=O)(=O)c3ccc(Cl)cc3)ccc2O[C@H]1CN(C)S(=O)(=O)c1ccc(Cl)cc1	0.6

# Remaining list, next part:
SMILES,GSIS activator,Statin myotox sup,PGC1a acetyl inh,LGR2 antag,Cneo AK release,PglD DTNB,ARNT-TACC3 inh,PAX8 reporter
C[C@H](O)C#Cc1ccc([C@@H]2[C@@H](CO)N3CCCCN(CC4CC4)C[C@@H]23)cc1,3.3,-2.6,10.5,-6.9,7.9,-2.5,-3.2,2.3
CC(=O)c1cc2c(=O)c3cc(C)ccc3oc2nc1C,x,1.2,2.1,x,0.7,0.4,-7.7,x
COC(=O)c1sc(S(=O)(=O)NC(C)C(=O)O)c(C(=O)OC)c1C (stereo unspecified),4.3,x,5.6,2.1,x,x,4.6,-1.9
CCOC(=O)Cn1c(=O)c(C#N)cn(C(C)C)c1=O,7.0,x,-1.3,-6.1,10.5,6.4,x,6.9
COc1cccc(Nc2nn3c(=O)c4ccccc4nc3s2)c1,x,-53.5,x,x,0.6,-3.4,1.5,x
Cc1ccc(/C=N/Nc2cc(C)nc(NCc3ccccc3)n2)cc1,x,-1.8,10.3,-8.5,x,x,23.2,11.7
Cc1nn(C)cc1-c1csc(N)n1,8.3,x,x,-14.4,x,x,12.2,2.6
Cc1cccc(C(=O)Oc2cc(C)[nH]c(=O)c2[N+](=O)[O-])c1,-13.0,3.1,7.9,-7.4,2.0,-3.6,-5.0,-10.1
O=C1OC(c2ccccc2)=C/C1=C\N1CCOCC1,x,5.9,6.3,x,1.5,2.0,4.9,x
O=C(NC1CCCN(Cc2ccccc2F)C1)c1cccc(N2CCCC2=O)c1 (stereo unspecified),19.1,x,-2.3,-7.4,1.8,-0.2,x,-0.9
CCSc1ccccc1C(=O)NCCc1ccccc1,4.5,x,x,32.6,x,x,-3.5,8.9
COc1ccc(C(=O)/C=C/c2ccc(O)cc2)c2c1CC(O)C(C)(C)O2 (stereo unspecified),9.7,5.2,1.7,28.1,-0.3,-5.2,9.4,x
CCCCn1c(SCc2nc3ccccc3s2)nc2cc(S(N)(=O)=O)ccc21,-1.8,9.4,-12.2,-13.8,-1.6,-4.0,3.0,x
O=C(Oc1c(Br)cc(C(=S)N2CCOCC2)cc1Br)c1ccc(Cl)cc1,-42.6,x,-9.2,8.0,0.1,-2.2,-0.9,x
CCCn1c(N2CCN(CC(=O)NCc3cccs3)CC2)nc2ccccc21,x,13.5,-15.1,x,-0.5,-3.4,-5.8,12.2
Cc1ccc(N(C(=O)c2csnn2)C(C(=O)NC2CCCCC2)c2ccccn2)cc1C (stereo unspecified),10.8,81.3*,1.6,-3.4,-0.3,1.0,0.0,10.8
CCOC(=O)c1ccc(NC(=O)NC2CC3CCC(C2)N3)cc1 (stereo unspecified),8.7,x,-0.7,20.2,x,x,3.7,-28.3
CC(=O)Nc1ccc(S(=O)(=O)c2ccc(C)cc2)cc1,-0.3,x,-5.3,x,x,x,-2.5,15.1
CC(C)NC(=O)Nc1cccc2c1O[C@H](CN(C)S(=O)(=O)c1ccc(Cl)cc1)[C@@H](C)CN([C@H](C)CO)C2=O,-12.9,-2.4,-9.4,-6.3,-3.0,0.1,4.2,11.6
COc1ccc(CCN(C)C(=O)COc2cccc(-n3cnnn3)c2)cc1OC,83.2*,-4.6,-0.2,-22.1,2.2,-0.6,-12.9,-17.4
COc1ccc(S(=O)(=O)Nc2cccc3c2O[C@H](CN(C)C(=O)Nc2ccc(C(F)(F)F)cc2)[C@H](C)CN([C@H](C)CO)C3=O)cc1,-37.0,u,-6.7,-5.6,2.9,3.7,-3.5,-18.0
C=CC[C@]12N=C(c3ccc(OCCCO)cc3)O[C@H]1c1ccccc1CN(C(=O)c1ccccc1)C2=O,x,x,x,x,-0.9,1.2,12.7,4.0
COc1cccc(S(=O)(=O)N[C@H]2CC[C@@H](CCn3cc(-c4ccccc4OC)nn3)O[C@@H]2CO)c1,10.6,3.1,-6.0,-5.7,-1.1,-3.4,-3.7,7.4
N/C(=N\OC(=O)c1ccccc1)c1ccncc1,11.7,3.7,8.2,-30.9,x,x,4.0,-141.9
Cc1cccc(-c2ccc(C3[C@@H]4CN(C(=O)C5CCOCC5)C[C@H]3N4)cc2)c1 (stereo partly specified),-3.6,x,-3.8,-13.2,x,x,x,-1.7
O=C(O)CC/C(=N\NC(=O)c1ccncc1)c1ccccc1,7.1,6.8,x,3.4,0.0,-2.0,20.5,6.0
Cc1[nH]c2ccccc2c1C(=O)C(=O)NCCOc1ccccc1,-8.1,x,2.5,5.4,x,x,-3.7,9.4
CCC(=O)Nc1nc2ccc3sc(C)nc3c2s1,36.5,x,-7.1,-29.8,x,x,-1.5,-9.8
CC(C)NC(=O)N(C)C[C@H]1Oc2cc(C#CC3CC3)ccc2S(=O)(=O)N([C@@H](C)CO)C[C@H]1C,-8.1,1.9,9.3,-7.5,0.3,-0.8,2.7,x
CC1CC(C)CN(S(=O)(=O)CCNC(=O)c2ccc3c(c2)OCO3)C1 (stereo unspecified),9.3,2.9,x,-3.6,-0.9,1.2,-5.3,-8.0
Cc1ccc(S(=O)(=O)NCc2ccccc2)s1,13.7,1.2,7.4,-1.8,-1.5,0.3,2.4,22.0
O=C(Nc1ccc(F)cc1)N1CC(=O)N2[C@H](CO)[C@@H](c3ccc(C#Cc4ccc(F)cc4)cc3)[C@H]2C1,-19.8,x,-0.4,15.7,x,x,x,-67.2
O=C(COC(=O)/C=C/c1cccc([N+](=O)[O-])c1)NCc1ccc2c(c1)OCO2,1.6,-1.0,1.9,4.0,x,x,3.3,11.1
O=C(C[C@@H]1CC[C@@H]2[C@H](COC[C@H](O)CN2C(=O)Nc2ccc(Cl)cc2)O1)NCC1CC1,-30.5,-23.4,4.7,-34.9,-3.3,1.9,1.3,-88.0
COc1cccc(-n2nnc3c(=O)n(Cc4ccccc4Cl)cnc32)c1,7.0,x,-8.2,-14.9,x,x,5.3,x
CC(NC(=O)c1ccccc1)C(c1cccs1)N1CCOCC1 (stereo unspecified),x,-1.2,x,x,3.8,-5.3,-4.6,-3.1

# By substructure, the entries above containing a nitro group on carbon
SMILES,GSIS activator,Statin myotox sup,PGC1a acetyl inh,LGR2 antag,Cneo AK release,PglD DTNB,ARNT-TACC3 inh,PAX8 reporter
Cc1cccc(C(=O)Oc2cc(C)[nH]c(=O)c2[N+](=O)[O-])c1,-13.0,3.1,7.9,-7.4,2.0,-3.6,-5.0,-10.1
O=C(COC(=O)/C=C/c1cccc([N+](=O)[O-])c1)NCc1ccc2c(c1)OCO2,1.6,-1.0,1.9,4.0,x,x,3.3,11.1

# Screens: PubChem BioAssay, Broad Institute
